Pf Dd2 inh = qHTS Primary assay for Inhibitors of Plasmodium falciparum Dd2 growth in vitro. P. falciparum Dd2 growth, SYBR Green, 72 h. Potency, µM (highest dose often 28.9 µM), inactives show top-dose activity, negative = inhibition, hits mostly inhibitors. actives 4.3% (n = 120,000). AID 1347417, 2020; active means well fitted inhibition curve with a large enough effect; inconclusive means small, poorly fitted or top-dose-only effect; inactive means no such curve, though single readings can be large or run the other way;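 further: plate controls were DMSO vehicle for no effect and reference drug for full effect; nearly all actives have a fitted effect of over 65% in size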
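Infected erythrocytes (Dd2, 0.3% parasitemia, 2.5% hematocrit final) are added to compound in RPMI-1640/Albumax II medium, grown 72 h at 37C in low oxygen, then lysed with saponin/Triton-X containing SYBR Green and read by fluorescence.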
Active calls of the source: *; i = inactive; ? = inconclusive; [ ] = another dose, or the depositor's remark. Potency means the concentration at half of the fitted maximal effect. An excerpt (hit frequency here may not be typical).

item	Compound	Pf Dd2 inh
1	COc1ccc(NC(=O)c2nnn(Cc3nc(-c4cc(OC)c(OC)c(OC)c4)oc3C)c2C)cc1Cl	i
2	Cc1ccc(C(C)C)c(OC(C)C(=O)NCC2(N(C)C)CCCCC2)c1 (stereo unspecified)	?
3	CCOc1cc(C(=O)Nc2ccc(-c3nnc4n3CCCCC4)cc2)cc(OCC)c1OCC	?
4	CN1CCC2(CCC1=O)CN(C(=O)Cn1ncnn1)CCN2C (stereo unspecified)	-11%
5	CC(C)c1ccc(OCC(=O)Nc2c(C(=O)c3ccc(F)cc3)oc3ccccc23)cc1	54%[activator]
6	O=C(NCCCN1CCN(c2ccccc2F)CC1)C1COc2ccccc2C1 (stereo unspecified)	?
7	O=C(c1ccnnc1)N1C[C@@H](COCC2CC2)[C@H](c2ccccn2)C1	20%
8	Cc1noc(-c2ccccc2OC2CCN(C(=O)c3cc(C)[nH]n3)C2)n1 (stereo unspecified)	i
9	CCCN1CCN(CC2=C(C(=O)OCC)C(c3ccc(Cl)cc3)NC(=O)N2)CC1 (stereo unspecified)	?
10	Cc1nnnn1-c1cccc(C(=O)Nc2ccc3c(c2)C(=O)N2CCC[C@H]2C(=O)N3)c1	-3%
11	CCOC(=O)c1c(C)[nH]c(CCC(=O)Nc2cc(C)cc(C)c2)c1C	i
12	Cn1cccc1CN1CCC2(COc3ccncc3[S+](=O)([O-])N2)C1 (stereo unspecified)	?
13	Cc1ccc(C)c(Nc2nc3c(S(=O)(=O)c4ccc(C(C)C)cc4)nnn3c3ccsc23)c1	?
14	COc1ccc(C(=O)N2CCN(C(=O)c3nnn4c3COC(c3ccc(Cl)cc3)C4)CC2)c(C)c1 (stereo unspecified)	-27%
15	c1ccc(Nc2cc3c(cn2)CN(CC2CC2)CCN3)cc1	13µM*
16	CCc1ccc(NS(=O)(=O)c2ccc3[nH]cc(C(=O)N4CCCCCC4)c(=O)c3c2)cc1	i
17	O=C(CC[C@@H]1CNC(=O)[C@@H]2C[C@H](NC(=O)c3cccc(F)c3)CN12)NC1CC1	-33%[44.1 µM]
18	COc1ccc(CN(C)c2ccc(-c3nc(C)no3)cc2[N+](=O)[O-])cc1	i
19	COCCc1nc(CNC(=O)C2CCCN(C(=O)N(C)C)C2)no1 (stereo unspecified)	-2%
20	CNC(=O)NC[C@H]1CCN(Cc2ccccc2)C[C@H]1N(C)C	-2%
21	COCCNC(=O)[C@H]1C[C@H](Oc2cccnc2)CN1S(=O)(=O)c1cccc(OC)c1	-5%
22	COC1CN(c2ccc(C)cc2)C12CCN(C(=O)CC(C)C)CC2 (stereo unspecified)	i
23	COc1cc(CN(C(=O)COc2ccc(Br)cc2)c2ccccn2)cc(OC)c1OC	14%
24	Cc1ccccc1CN1CCC2OCCN(CCc3ccccc3)C(=O)C2C1 (stereo unspecified)	?
25	O=C(Nc1ccc2c(c1)OCCO2)[C@H]1CN(Cc2ccccc2)C[C@H]1C(=O)O	i
26	COCCOc1ccc2c(n1)CCN(C(=O)c1sccc1C)C2	i
27	Cc1ccccc1OCC(=O)Nc1sc2c(c1C(=O)OC(C)C)CCCC2	-11%
28	N#Cc1ccc(C(=O)N2C[C@@H]3C[C@H](C2)c2c(-c4cccs4)ccc(=O)n2C3)cc1	-27%[44.1 µM]
29	O=C(Nc1ccc(F)c(Cl)c1)C1CCN(C(=O)c2ccc(F)cc2)CC1	9%
30	Cc1cnc(-c2ccncc2)n1C1CCN(C(=O)Cc2ccccc2)CC1	-4%
31	COc1cccc2c1OCC(C(=O)NCCc1ncccc1C)C2 (stereo unspecified)	-10%
32	CC1CCN(S(=O)(=O)c2ccc3c(ccc(=O)n3CC(=O)Nc3cccc(F)c3)c2)CC1	i
33	O=C(c1cccs1)N1CC(Oc2cccc(-c3nc(-c4ccccc4)no3)c2)C1	-17%[5.79 µM]
34	CCNC(=O)O[C@@H]1CO[C@H]2[C@@H]1OC[C@@H]2NCC1CCCCC1	-15%[44.1 µM]
35	CC(CCc1ccccc1)NC(=O)CC[C@H]1NC(=O)c2ccccc2NC1=O (stereo partly specified)	-1%
36	COc1ccccc1C(=O)N1CCCN(C)c2ccccc21	-12%
37	O=C(C1CCCC1)N1CCC(n2cc(-c3nc(-c4ccccc4)no3)nn2)CC1	229%[activator]
38	Cc1noc(-c2cn(C3CCN(C(=O)Cc4ccc(Cl)cc4)CC3)nn2)n1	?
39	COc1ccc(CNC(=O)c2cc3c(=O)n(Cc4ccc(OC)cc4)ccc3nc2C)cc1	?
40	CN(C)Cc1ccc2c(c1)c(OC(C)(C)C(=O)NCCN1CCOCC1)nn2Cc1ccccc1	?
41	CCC(=O)N(C1CCOCC1)C1CCN(S(=O)(=O)c2cc(C)ccc2C)CC1	-17%
42	Cc1ccc(NC(=O)Cn2cccc2-c2nc(-c3ccc(F)cc3)no2)cc1F	-3%
43	CCc1cc(=O)n(CC(=O)Nc2ccc(N(C)C)cc2)c(-c2ccccc2)n1	i
44	COc1cc(NC(=O)c2nc(-c3ccc(Cl)cc3)n3c2CCCCC3)cc(OC)c1OC	i
45	COc1ccc(NC(=O)[C@@H]2C[C@@H](c3cccc(C(F)(F)F)c3)N(CC3CCOCC3)C2)cc1	?
46	COc1ccc(N(C)C(=O)CCn2cnc3onc(-c4ccc(F)cc4)c3c2=O)c(OC)c1	?
47	CC(C)C[C@@H]1N[C@H](C(=O)O)Cc2cn(CC3CCC3)c3cccc1c23	i
48	CCn1nccc1C(=O)N1C[C@@H]2CCCN3CCC[C@@H]([C@H]23)[C@H]1CCCC(=O)NC	2%
49	O=C(NCc1nnc2n1C(C(=O)O)CC2)c1ccccc1 (stereo unspecified)	9%[44.1 µM]
50	COCCCNC(=O)CSc1nc(-c2ccccc2)[nH]c1-c1ccc(C)cc1	?
51	COC(=O)CNC(=O)N1[C@@H]2CC[C@H]1CC(NC(=O)c1ccc(F)cc1)C2 (stereo partly specified)	18%
52	CCCCN1CCc2nc(N3CCN(C)CC3)ncc2C1	3%
53	O=C(Nc1cccc(F)c1)N1CCCC2(C1)Nc1cccnc1NC2=NCc1ccccc1 (stereo unspecified)	-2%[5.79 µM]
54	CCc1noc(-c2cn(C3CCCN(C(=O)c4ccc(OC)c(F)c4)C3)nn2)n1 (stereo unspecified)	?
55	COc1ccc(CN2CCC3(CC(C(C)C)=NO3)C2)cc1 (stereo unspecified)	-30%[44.1 µM]
56	COc1ccc(C(=O)N2C[C@@H]3C[C@H](C2)c2ccc(NC(=O)CN(C)C)c(=O)n2C3)cc1	?
57	COc1ccc(C(=O)NC[C@H]2C[C@@H]3CCN2C[C@@H]3c2cc(-c3ccccc3)nn2C)cc1	?
58	CN1C(=O)[C@@H]2C[C@@H](O)CN2C2(CN(Cc3cccc(F)c3)C2)C1=O	3%[44.1 µM]
59	CCc1ncc(C(=O)N2CCCC(Cc3nc4ccccc4[nH]3)C2)cn1 (stereo unspecified)	0%
60	Cc1ccc(CN2CCSc3ccc(C(=O)NCC(C)c4ccccc4)cc32)cc1 (stereo unspecified)	?

(list continues)
item	Compound	Pf Dd2 inh
61	O=C(c1ccccc1)c1ccccc1NC(=O)c1ccccc1C(=O)O	25%
62	COc1ccccc1C(=O)N1CCC(n2cnnc2-c2ccccc2)C1 (stereo unspecified)	19%
63	COc1cccc(NC(=O)C2CCN(S(=O)(=O)c3cccc4nonc34)CC2)c1	7%
64	Cc1ccc(CNC(=O)N2CCCC2c2nc(CCOc3ccc(F)cc3)no2)cc1 (stereo unspecified)	?
65	COCC1CN(C(C)=O)CC12CCN(C(=O)NCCc1ccccc1)CC2 (stereo unspecified)	i
66	CCc1nnc(SCc2cccc(Cl)c2)c2cc3sccc3n12	?
67	COCC[C@]1(O)CCN(C(=O)c2cccc(OC)c2C)C[C@H]1C	2%
68	Cc1ccc2[nH]c(CSc3nnc(NC(=O)c4ccc(Cl)cc4)s3)cc(=O)c2c1	73%[activator]
69	COc1cccc(CNC(=O)c2c(C)noc2-c2cccs2)c1	?
70	Cc1ccc(OCC(=O)Nc2ccc(Cl)c(-c3nc4ncccc4o3)c2)c(C)c1	?
71	Cc1oc(C(O)c2ccccc2)nc1C(=O)Nc1ccc2c(c1)CNC2=O (stereo unspecified)	-23%[44.1 µM]
72	O=C(O)[C@]12CCCN(Cc3ncc[nH]3)[C@@H]1CCN(Cc1ccncc1)C2	1%
73	Clc1ccc(CN2CCC(CNc3ncnc4onc(-c5ccc(Cl)cc5)c34)CC2)cc1	4.5µM*
74	COc1cc(CNC(=O)c2cc3n(n2)CCCN(Cc2cccc(F)c2)C3=O)cc(OC)c1OC	i
75	CC(C)Cc1cnc(-c2cccnc2)[nH]1	?
76	CN(C)C[C@@H]1CN(Cc2cccnc2)C[C@H]1NC(=O)c1ccccc1Cl	-12%
77	O=C(NCc1nnc2ccc(-c3ccc(Cl)cc3)nn12)c1cccc(Cl)c1	i
78	COc1ccc(NC(=O)N2CC[C@@H](CC(=O)O)[C@@H](CC3=NCCc4cc(OC)c(OC)cc43)C2)cc1	-8%
79	COc1ccccc1CC(=O)N1CCCc2ncc(C(=O)N(C)Cc3ccccc3)cc21	-25%[44.1 µM]
80	c1ccc(C2=NOC3(CCCN(CC4CCCCC4)C3)C2)nc1 (stereo unspecified)	?
81	O=C(NC1CCCCC1)N1CCC(c2noc(C3CC3)n2)C1 (stereo unspecified)	i[5.79 µM]
82	Fc1ccc(Nc2c3c(nc4nncn24)CCC3)cc1	7%
83	Cc1cccc(C(=O)Nc2ccc(-c3nc4ccccc4s3)c(C)c2)c1	-26%
84	Oc1ccc(NCc2ccccc2OCc2ccc(Cl)cc2)cc1	?
85	Cc1ccc(-n2ccnc(NCc3ccccc3)c2=O)cc1C	13%
86	COc1ccc(CCNC(=O)c2ccc(Nc3nc4ccccc4n4nnnc34)cc2)cc1OC	8.9µM*
87	COc1ccc(Cn2c(C3CCN(C(=O)c4cccc(OC)c4)CC3)n[nH]c2=O)cc1	-10%
88	CCOC(=O)C1CCN(C(=O)CC(c2ccc(OC)c(OC)c2)c2c[nH]c3c(CC)cccc23)CC1 (stereo unspecified)	1.3µM*
89	CC(C)N(Cc1ccccc1)C(=O)Cn1ncc2c3ccccc3n(Cc3ccccc3)c2c1=O	?
90	Cc1c(Cl)cccc1NC(=O)CSc1nc2ncccc2o1	-3%

3 entries picked at random from the list so far, as already listed:
item	Compound	Pf Dd2 inh
85	Cc1ccc(-n2ccnc(NCc3ccccc3)c2=O)cc1C	13%
80	c1ccc(C2=NOC3(CCCN(CC4CCCCC4)C3)C2)nc1 (stereo unspecified)	?
83	Cc1cccc(C(=O)Nc2ccc(-c3nc4ccccc4s3)c(C)c2)c1	-26%

Along the list, quoted from above.
Nos. 85–88 in Pf Dd2 inh: 13%, 8.9µM*, -10%, 1.3µM*

Additional structures:
item	Compound	Pf Dd2 inh
91	O=C(NCCc1ccccc1)c1ccc(CSc2nc3cccnc3n2Cc2ccccc2F)cc1	8.9µM*
92	COc1ccc(C(=O)n2nc(-c3ccco3)nc2NCc2cccs2)cc1OC	4%
93	Cc1noc2nc(C(C)C)cc(C(=O)NC3CCCc4c3[nH]c3ccccc43)c12 (stereo unspecified)	?
94	CCn1ccnc1CN(C)C(=O)c1cc(-c2cnc(N)nc2)nc2c(C)cccc12	?
95	CCn1nc(CC(C)C)cc1C(=O)N(C)Cc1noc2c1CCCC2	-12%
96	Cc1nc(C)c(C(=O)N2CCCN(S(=O)(=O)c3ccccc3)CCC(=O)NCC2)s1	-4%
97	Oc1ccc(-c2nc(C3CC3)nc3c2CN(Cc2ccccc2)CC3)cc1	?
98	CCC(CC)C(=O)N1CCC2(CC1)CC(N(Cc1ccc(F)cc1)C1CC1)CCO2 (stereo unspecified)	-13%
99	COc1ccc(-n2nc(C3CCCN(C(=O)c4ccc(C(F)(F)F)cc4)C3)[nH]c2=O)cc1 (stereo unspecified)	-18%
100	COc1ccc(-c2cc(-c3ccncc3)c3cncn3c2)cn1	?
101	Cc1ccc(NC(=O)c2ccc3c(c2)N(C)C2CCCN2C3=O)cc1F (stereo unspecified)	i
102	Cc1cc(C(=O)N2CCc3ncnc(N4CCOCC4)c3CC2)n(C)n1	-4%
103	CCCc1nnc([C@H]2CCN(Cc3ncc[nH]3)C2)o1	i
104	CC(=O)Nc1ccc(CNC[C@H]2Cn3c(-c4ccc5c(c4)OCCO5)cnc3CO2)cc1	?
105	CCC(=O)N1CCc2cc(S(=O)(=O)CCC(=O)Nc3cc(Cl)ccc3OC)ccc21	13%

Part of the list above, field by field:
103. CCCc1nnc([C@H]2CCN(Cc3ncc[nH]3)C2)o1
  Pf Dd2 inh: i

104. CC(=O)Nc1ccc(CNC[C@H]2Cn3c(-c4ccc5c(c4)OCCO5)cnc3CO2)cc1
  Pf Dd2 inh: ?

Remaining list, next part.
item	Compound	Pf Dd2 inh
106	Cc1cc(Cl)ccc1S(=O)(=O)N1CC(c2nc(Cc3ccccc3)no2)C1	-19%
107	Cc1cc(C)c2c(-n3cccc3)c(C(=O)NCCCN3CCCCC3)sc2n1	?
108	CC1=NOC2(CCN(C(=O)c3ccc(C)cc3)CC2)C1	3%[44.1 µM]
109	Cc1nn(CC(=O)N2CCN(c3ccccc3)CC2)c(=O)c2cccn12	9%
110	O=C(NC[C@H]1O[C@@H](CC(=O)N2CCc3ccccc32)[C@H](O)[C@@H]1O)Nc1cccc(F)c1	?
111	Cc1[nH]ncc1CNC(=O)CN1CCCc2nc(C3CC3)ncc2C1=O	2%
112	COc1cccc2sc(N3CCN(C(=O)CS(=O)(=O)c4ccc(Cl)cc4)CC3)nc12	i
113	COc1cncc([C@@H](NC(=O)Cc2cn3ccsc3n2)C2CC(O)C2)c1 (stereo partly specified)	-23%
114	O=c1c2c3c(nn2ccn1Cc1ccccc1)CCCC3	i
